Screening results deposited in PubChem BioAssay by several laboratories.
Rac1 wt GTP bind: modulators of human Rac1 wildtype GTP binding; GTP binding activity (% of control), % at 10 µM; 190,000 tested, 0.27% active; AID 757; P63000; GST-Rac1 beads, fluorescent GTP binding, flow cytometry; actives lie on both sides; 0 = cold GTP competed, 100 = untreated;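 active means GTP binding activity at least 20 points away from the 100% control level, either lower or higher; inconclusive means compound flagged as likely green fluorescent, judged across all proteins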
Rab7 wt GTP bind: modulators of GTP binding to dog Rab7 wildtype GTPase; GST-Rab7 beads, fluorescent GTP binding, flow cytometry; actives lie on both sides; untreated = 100%, excess cold GTP = 0%; GTP binding activity (percent of control), % at 10 µM; 190,000 tested, 0.055% active; AID 758;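 active means fluorescent GTP binding to Rab7 beads changed by at least 20 points from the 100% baseline, either direction, mostly lower; inconclusive means compound itself probably fluorescent, or too few beads counted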;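 further: median green fluorescence of bound Bodipy-FL-GTP per Rab7 bead population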
HRas wt GTP bind: modulators of GTP binding to human HRas wildtype; GST-Ras wt beads, Bodipy-FL-GTP binding, flow cytometry; actives lie on both sides; GTP binding activity, % at 10 µM; 190,000 tested, 0.14% active; AID 759;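 active means GTP binding activity at least 20% away from the 100% baseline, either lowered as inhibitor or raised as activator; inconclusive means flagged as likely green fluorescent, judged across all proteins in the well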;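 further: 0% = unlabeled GTP competition control and 100% = no-compound control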
Target sequence (P01112 whole entry, looked up): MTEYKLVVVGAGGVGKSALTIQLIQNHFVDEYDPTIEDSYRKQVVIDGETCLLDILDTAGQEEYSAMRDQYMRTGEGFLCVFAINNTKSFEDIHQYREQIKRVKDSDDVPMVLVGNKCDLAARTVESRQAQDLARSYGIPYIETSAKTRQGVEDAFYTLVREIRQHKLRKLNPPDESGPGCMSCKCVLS
Rab2 wt GTP: changes GTP binding to wildtype dog Rab2A, up or down | P61105 | GST-Rab2 wt beads, Bodipy-GTP binding, flow cytometry | GTP binding activity, % at 10 µM | 190,000 tested, 0.19% active;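 active means GTP binding activity at least 20 points away from 100%, either lowered or raised; inconclusive means signal likely due to the compound's own green fluorescence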;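 further: 0% = beads with excess unlabeled GTP and 100% = no-compound control corrected for plate trend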
Rac1 mut GTP: human Rac1 activated mutant GTP binding change. P63000. GST-Rac1 activated beads, fluorescent GTP binding, flow cytometry; actives lie on both sides; 100% means binding = to untreated wells. percent activity (GTP binding), % at 10 µM. 190,000 tested, 0.11% active;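 active means GTP binding at least 20 percentage points away from the 100% baseline, in either direction, so actives lie on both sides; inconclusive means Compound likely fluorescent itself, or too few beads counted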
Cdc42 wt: changes GTP binding to wildtype human Cdc42; P60953; GST-Cdc42 beads, Bodipy-GTP binding, flow cytometry; actives lie on both sides; percent activity (GTP binding), % at 10 µM; 190,000 tested, 0.2% active; AID 761;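 active means percent activity GTP binding at least 20 points away from the 100% baseline, either down as inhibitor or up as activator; inconclusive means compound flagged as likely green fluorescent from well-wide comparison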;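 further: median bead fluorescence of bound Bodipy-FL-GTP at 100 nM; 0% = excess unlabeled GTP control and 100% = no compound control; below 100% means less GTP binding so inhibitor and above means activator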
Target sequence (P60953 whole entry, looked up): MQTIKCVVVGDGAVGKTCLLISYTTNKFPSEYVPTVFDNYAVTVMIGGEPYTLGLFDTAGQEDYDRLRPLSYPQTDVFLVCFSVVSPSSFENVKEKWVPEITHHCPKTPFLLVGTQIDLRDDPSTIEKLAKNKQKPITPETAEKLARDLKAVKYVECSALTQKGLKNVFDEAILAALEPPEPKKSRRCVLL
GSH fluor: GSH bead compound fluorescence profile; GSH beads flow cytometry, compound fluorescence 488/530 nm; stronger effect = higher value; fluorescence (KMESF) at 10 µM; 190,000 tested, 0.25% active; in the data active means fluorescence above about 89;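 further: glutathione beads carrying GST-tagged Bcl family fusion proteins plus one bare bead set; values are compound well signal with DMSO vehicle wells as background; inactives centre near 16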
Mcl1 Bid PPI: Mcl-1/Bid interaction inhibition | Q07820 | 220,000 tested, 0.97% active | TR-FRET Mcl-1/Bid-Dy647 peptide binding, 1536-well | inhibition, % at 21.7 µM | AID 1021;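 active means compounds that cut the binding signal by more than half at the single screening dose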;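 further: His-tagged Mcl-1 with europium anti-His antibody binding Bid BH3 peptide; 0% = Mcl-1 plus peptide wells and 100% = peptide-only wells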
Target sequence (Q07820 whole entry, looked up): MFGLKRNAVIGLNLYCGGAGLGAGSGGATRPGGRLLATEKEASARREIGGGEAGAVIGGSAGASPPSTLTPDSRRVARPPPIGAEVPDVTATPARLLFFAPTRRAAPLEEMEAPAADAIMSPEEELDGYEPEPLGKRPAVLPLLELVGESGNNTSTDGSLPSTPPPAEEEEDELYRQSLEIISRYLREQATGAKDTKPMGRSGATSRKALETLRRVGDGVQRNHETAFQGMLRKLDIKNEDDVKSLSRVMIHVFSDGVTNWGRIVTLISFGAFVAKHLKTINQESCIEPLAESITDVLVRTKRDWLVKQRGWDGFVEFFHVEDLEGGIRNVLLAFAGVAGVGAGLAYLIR
Pf gametocyte: inhibitors of late stage P. falciparum gametocyte viability; P. falciparum stage V gametocytes, ATP luminescence, 24 h; inhibition, % at 10.9 µM; 150,000 tested, 0.065% active;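 active means inhibition above the mean plus 3 SD of compounds within the control limits, set per campaign, cut at about 38% in these data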;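 further: 0% = DMSO wells and 100% = medium only without gametocytes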
Mcl1-Noxa inh: disrupts binding of human Mcl-1 to Noxa peptide | AID 1022 | inhibition, % at 21.7 µM | Q07820 | TR-FRET Mcl-1/Noxa peptide binding, 2 h | 220,000 tested, 1.5% active;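 active means compounds that cut the protein-peptide binding signal by more than 50% relative to plate controls in a single-dose test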;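 further: His-tagged Mcl-1 with rhodamine Noxa BH3 peptide and terbium anti-His antibody; 0% = Mcl-1 plus Noxa peptide wells and 100% = peptide-only wells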
Avidin bead fluor: avidin bead compound fluorescence profile; Avidin beads, compound fluorescence 488/530 nm, flow cytometry; stronger effect = higher value; fluorescence (KMESF) at 10 µM; 220,000 tested, 0.38% active; AID 1775; in the data active means fluorescence above about 47; further: inactives centre near 10
Active calls of the source: *; u = inconclusive; x = not tested or not shown.

SMILES	Rac1 wt GTP bind	Rab7 wt GTP bind	HRas wt GTP bind	Rab2 wt GTP	Rac1 mut GTP	Cdc42 wt	GSH fluor	Mcl1 Bid PPI	Pf gametocyte	Mcl1-Noxa inh	Avidin bead fluor
C/C(=N\NC(=O)c1ccc(C)cc1C)c1ccc2c(c1)Nc1ccccc1S2	100	104	100	100	98	98	10	-7	x	23	3
CCN(CC)C(=O)Cn1cnc2sc(C(=O)N3CCN(c4ccc(F)cc4)CC3)c(C)c2c1=O	101	105	102	102	94	101	26	-33	-5	18	10
O=C(CCCC(=O)OCC(Cl)=C(Cl)Cl)Nc1ccc(F)cc1	103	102	98	97	98	102	19	3	30	-2	8
Cc1ccc(S(=O)(=O)Cc2csc(N)n2)cc1	102	98	99	99	100	100	18	-6	14	-4	15
O=C(CN1CCOCC1)Nc1ccccc1	106	100	100	101	102	102	45	-4	6	16	3
COc1ccccc1CNC(=O)CCCn1c(=O)c2ccccc2n(CC(=O)NC2CCCC2)c1=O	99	98	101	100	98	100	18	-8	1	-6	8
O=C(O)CN1CCc2ccccc2C1	99	91	94	94	95	95	10	1	22	-4	8
COCc1nnc(NC(=O)CSCc2ccccc2)s1	102	100	102	100	101	104	14	-7	x	6	11
CC(C)c1ccc(NC(=O)C(=O)c2cn(CC(=O)N3CCCCC3)c3ccccc23)cc1	104	102	99	101	99	100	19	-8	-5	2	13
COc1ccc(-n2c(SCC(=O)NCc3cccs3)nnc2-c2ccoc2C)cc1	97	95	99	96	96	99	50	9	x	-8	8
CCn1nc(CC(=O)Nc2nnc(CC(=O)N3CCCC3)s2)c2ccccc2c1=O	100	96	99	96	96	101	22	-11	10	6	39
CCC(=O)N1CC(C)C(=O)Nc2ccccc21 (stereo not given)	103	104	99	100	97	103	35	-12	18	-17	14
O=C(CCCC(=O)NNC(=O)Nc1ccccc1)NNC(=O)Nc1ccccc1	98	105	98	97	95	98	18	-18	9	4	13
CCCOC(=O)c1cccc(NC(=O)c2cccnc2)c1	104	99	99	96	98	97	25	-19	-18	-1	8
O=C(N/N=C/C(Cl)=C/c1ccccc1)c1ccco1	99	106	97	101	97	98	17	3	x	-17	10
CCOC(=O)c1c(NS(C)(=O)=O)sc2c1CCC(C)C2 (stereo not given)	105	106	103	104	99	107	37	-44	-27	-1	12
Cc1ccc(Cl)cc1NC(=O)C(=O)N1CCCCC1	96	101	98	96	96	95	10	-29	-7	11	8
CCOC(=O)C[n+]1c(C)ccc2c1CCC2	106	103	104	101	103	101	17	-7	-55	-4	7
CCN(C1=NS(=O)(=O)c2ccccc21)N(CC)S(=O)(=O)c1ccc(C)cc1	99	103	99	97	93	99	18	-29	-10	10	9
COc1ccc(Sc2nc(-c3ccccc3)ncc2OC)cc1	101	96	101	99	98	98	16	12	x	10	11
O=c1cc(-c2ccncc2)oc2ccccc12	102	98	99	101	98	101	17	16	28	4	10
Cc1ccc(/C=C/C(=O)OC(C)C(=O)Nc2ncc(Cl)cc2Cl)o1 (stereo not given)	105	99	101	101	102	102	9	-48	x	5	15
CC(=O)c1ccc(N2CCN(C(=O)CCC(=O)c3cccs3)CC2)cc1	102	102	98	97	96	96	13	-28	x	-8	21
Cn1c(=O)cc(OCC(=O)NCCCN2CCN(c3cccc(Cl)c3)CC2)c2ccccc21	102	101	100	101	100	101	13	-27	x	4	7
COc1ccc(-c2csc(NC(=S)NC(=O)c3cccs3)n2)cc1OC	u	u	u	u	u	u	10	-87	5	82*	10

Additional entries:
SMILES	Rac1 wt GTP bind	Rab7 wt GTP bind	HRas wt GTP bind	Rab2 wt GTP	Rac1 mut GTP	Cdc42 wt	GSH fluor	Mcl1 Bid PPI	Pf gametocyte	Mcl1-Noxa inh	Avidin bead fluor
O=C(O)C1CCC(Cn2c(SCc3cc(=O)n4ccccc4n3)nc3ccsc3c2=O)CC1 (stereo not given)	101	99	97	96	94	93	18	-12	-22	8	10
CCc1ccc(NC(=O)C2C3/C=C\CCCCC32)cc1 (stereo not given)	102	94	98	98	99	103	11	-16	11	13	6
COc1cccc(NC(=O)C(Sc2nnc(Nc3ccccc3C)s2)c2ccccc2)c1 (stereo not given)	101	97	99	97	99	99	9	-12	3	-3	3
CC1=Nc2ccccc2N=C(N)C1c1ccccc1 (stereo not given)	98	91	93	95	96	97	15	-29	x	1	14
O=C1CCCN1CCCNS(=O)(=O)c1ccc(Br)cc1	97	94	96	97	96	99	24	-4	x	15	8
O=c1c2ccccc2nc(-c2ccccc2Cl)n1O	99	97	96	99	96	98	21	11	1	-11	11
Cc1nn(-c2ccc(Cl)nn2)c(=O)c2ccccc12	99	105	98	95	96	94	15	-13	-31	0	11
CCOC(=O)C1CCN(C(=O)C2CCN(S(=O)(=O)c3c(C)noc3C)CC2)CC1	102	99	101	101	98	104	17	-5	x	7	8
O=C(CCCN1C(=O)c2ccccc2C1=O)NC1CCCCCC1	103	99	101	99	100	102	16	-6	15	-2	7
CC1(C)Nc2ccc(O)cc2-c2c1ssc2=S	99	103	96	98	96	100	12	-54	x	33	23
O=C(CSc1nc(-c2cccs2)cc(C(F)(F)F)n1)Nc1cc(OCC(F)(F)F)cc([N+](=O)[O-])c1	101	101	100	95	97	99	8	-63	-15	3	4
Cc1nn(CC2CC2)c(=O)n1-c1ccc(F)cc1	96	97	97	95	95	97	11	-32	18	3	9
O=C(NCCN1CCOCC1)c1cccnc1SCc1ccccc1Cl	106	110	103	103	104	104	15	-2	-10	14	10
O=C1CC(c2ccccc2)CC(O)=C1C=NCCCN1CCOCC1 (stereo not given)	110	103	101	104	101	110	24	-43	x	-23	33
Cc1occc1C(=O)Nc1cccc(C(=O)NCc2ccccc2)c1	102	104	101	101	98	102	22	-12	x	-11	14
O=C(OCc1nc2ccccc2s1)[C@@H]1CCCN1S(=O)(=O)c1ccccc1F	103	101	97	100	99	97	13	-17	-20	1	9
CN1C(=O)COc2ccc(C(=O)c3oc4ccccc4c3-c3cnc4c(c3)COc3ccccc3-4)cc21	106	101	102	103	100	102	55	-17	x	-35	7
COc1cc2c(cc1OC)-c1nnc(-c3cccs3)n1C1(CCCC1)C2	104	104	104	105	101	107	19	5	23	5	7
CCOC(=O)c1c(C)[nH]c(C(=O)COC(=O)c2ccccc2NC(=O)c2ccco2)c1C	101	101	103	102	98	100	21	-19	x	-17	16
NC(=O)c1ccc(NC(=O)COC(=O)C2(c3ccccc3F)CCCC2)cc1	92	95	92	94	93	91	8	-11	11	10	22
C=C1CSc2nc(=O)c3c4c(sc3n21)CCCC4	u	u	u	u	u	u	23	-14	x	20	6
CNC(=S)N(Cc1ccco1)Cc1cc2cc3c(cc2[nH]c1=O)OCCO3	105	101	100	98	102	105	18	-63	-12	9	7
CCC(Sc1nc2cc(OC)c(OC)cc2c(=O)n1CCc1ccc(OC)c(OC)c1)C(=O)NCCOC (stereo not given)	97	98	99	99	101	97	16	-7	-12	15	10
CC1(C#CC[N+]2(C)CCCCC2)CCC2C(O1)c1ccccc1OC2(C)C (stereo not given)	100	105	98	101	96	102	12	11	11	16	15
Cc1c(/C=N/NC(=O)COc2ccccc2[N+](=O)[O-])c2ccccc2n1C	100	97	98	97	99	96	10	12	0	38	15

Next section
SMILES	Rac1 wt GTP bind	Rab7 wt GTP bind	HRas wt GTP bind	Rab2 wt GTP	Rac1 mut GTP	Cdc42 wt	GSH fluor	Mcl1 Bid PPI	Pf gametocyte	Mcl1-Noxa inh	Avidin bead fluor
CCC(=O)Nc1c(S(=O)(=O)c2ccccc2)c2nc3ccccc3nc2n1Cc1ccccc1	97	98	95	95	95	95	6	-3	11	19	7
COc1cc(SC)ccc1C(=O)NCCOc1c(C)cc(C)cc1C	92	94	97	93	93	96	26	-13	x	x	9
COc1cccc(-c2nc(S(=O)(=O)c3ccccc3)c(N3CCOCC3)o2)c1	86	93	93	95	93	93	32	-35	7	x	10
CCOc1ccccc1OCCCOc1ccc(C)cc1Br	94	98	96	94	90	96	34	-33	9	-5	9
CCCn1nc(NS(C)(=O)=O)c2cc3cccc(C)c3nc21	106	100	101	101	98	104	47	-71	-8	15	6
O=C(COc1ccccc1)Nc1nn[nH]n1	101	97	102	100	101	104	12	9	x	9	39
Cc1nn(Cc2c(F)c(F)c(F)c(F)c2F)c(C)c1NC(=O)c1ccc(COc2cc(Cl)ccc2Cl)cc1	95	97	95	94	92	94	49	-31	x	-5	2
COc1cccc(C(CC(=O)NCCN2CCOCC2)NS(=O)(=O)c2ccc(C)cc2)c1OC (stereo not given)	105	104	100	102	101	104	41	-37	x	10	4
CC(C)NC(=O)NC(=O)COC(=O)c1ccccc1Oc1ccccc1	103	97	99	97	100	101	11	-45	x	2	14
COc1ccc(/C(O)=C2/C(=O)C(=O)N(CCN(C)C)C2c2cccnc2)cc1OC (stereo not given)	97	101	98	96	95	94	11	-20	13	-9	23
CC(=O)OCC1=C(C(=O)O)N2C(=O)[C@@H](NC(=O)Cc3cccs3)[C@H]2SC1	97	94	94	97	97	95	19	-91	x	45	8
COc1ccc(-n2c(Cn3nnc4ccccc43)n[nH]c2=S)cc1	104	98	100	99	98	102	7	-74	-8	7	6
COc1cc(Br)c(C(C)NC(=O)c2ccccc2)cc1OC (stereo not given)	106	103	103	103	99	104	11	-45	x	20	17
C/C(CCN1CCCCc2nc(C)c(C)cc21)=N\OC[C@@H](O)[C@H]1O[C@@H]2OC(C)(C)O[C@@H]2[C@H]1O	111	100	104	105	100	106	16	-21	x	19	11
O=C(C1CC(c2ccc(F)cc2)=NO1)N1CCCc2ccccc21 (stereo not given)	100	97	99	97	97	100	19	-16	x	-3	36
CC(C)CC(NC(=O)C1CCC(C)CC1)C(=O)NCc1ccco1 (stereo not given)	104	96	99	102	93	97	20	-11	-18	15	9
CCCCNCCCOc1cccc(Cl)c1	95	97	98	99	97	100	45	-10	7	18	14
O=C(CSCSCC(=O)NCC1CCCO1)NCC1CCCO1 (stereo not given)	99	101	100	99	98	98	54	0	-9	0	8
CC1CCCCC1NC(=O)COC(=O)COc1ccc(Cl)cc1 (stereo not given)	104	102	103	103	98	105	12	-15	-5	-5	26
COCCn1c(-c2ccsc2)nc2c1c(=O)[nH]c(=O)n2CC(C)C	103	102	103	103	101	106	20	-4	x	5	15
COCCN(CC(=O)NC1CCCCC1)C(=O)c1csnn1	101	96	103	101	98	104	19	-3	x	2	8
O=C(NC1CCN(Cc2ccccc2)CC1)c1ccc(Cn2c(=S)[nH]c3ccc(N4CCOCC4)cc3c2=O)cc1	99	96	96	97	91	91	18	-24	9	41	10
CCN(CC)S(=O)(=O)c1ccc(NC(=O)c2ccccc2N(C)S(C)(=O)=O)cc1	106	104	102	102	102	106	35	-3	-6	1	13
